Compound activity: PubChem BioAssay, several laboratories
West Nile antiviral: West Nile virus antiviral activity, cell-based, CPE readout (AID 1621). West Nile virus-infected cells, CPE inhibition; higher % means a stronger effect. CPE inhibition, % at 10 µM; hits with a dose series show IC50 in µM. 0.02% of 290,000 active; in the data active means a potency from the dose series; inconclusive means CPE inhibition mostly from about 3.7% at the one dose, without a potency; inactive means the rest, 99 in 100 with CPE inhibition below about 2.2%; further: strong numbers were not always called active
SV40 large T antigen: SV40 large T antigen inhibitors, biochemical (AID 1903) | one-dose inhibition, % at 20 µM; IC50 in µM for titrated hits | 0.39% of 310,000 active | SV40 large T antigen ATPase/helicase inhibition assay; higher % means a stronger effect; in the data active means a potency from the dose series; inconclusive means inhibition mostly from about 32% at the one dose, without a potency; inactive means the rest, 99 in 100 with inhibition below about 32%; further: strong numbers were not always called active
NTR1 ag: agonists of NTR1, primary screen, imaging, U2OS cells, beta-arrestin-GFP, high content (AID 493036); Neurotensin receptor type 1 (Homo sapiens), P30989; NTR1-U2OS beta-arrestin-GFP spot imaging, agonist mode; activation, % at 20 µM; 0.17% of 330,000 active;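 active means activation at or above 40% of the spot to cytoplasm intensity ratio, with at least 20 cells analyzed; inconclusive means wells under 20 cells, flagged as cytotoxic or low count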;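 further: 0% = DMSO without peptide and 100% = 100 nM NTR1 peptide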
Target sequence (P30989 whole entry, looked up): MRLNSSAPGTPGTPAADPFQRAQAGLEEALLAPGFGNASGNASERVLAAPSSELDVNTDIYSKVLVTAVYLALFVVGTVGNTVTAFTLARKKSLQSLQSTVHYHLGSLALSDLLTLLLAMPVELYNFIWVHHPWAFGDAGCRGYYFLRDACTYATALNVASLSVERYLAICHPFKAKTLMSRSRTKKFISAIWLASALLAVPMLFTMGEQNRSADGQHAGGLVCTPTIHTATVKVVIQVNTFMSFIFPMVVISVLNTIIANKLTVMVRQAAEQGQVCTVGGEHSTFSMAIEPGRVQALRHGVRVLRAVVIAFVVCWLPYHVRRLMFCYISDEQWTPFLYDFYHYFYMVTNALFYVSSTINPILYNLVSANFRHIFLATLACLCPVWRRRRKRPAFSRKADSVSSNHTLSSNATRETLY
Rac1 GTP hydrolysis: MgcRacGAP GTPase-activating activity inhibitors, confirmation, biochemical, ADP Hunter fluorescence; MgcRacGAP-stimulated Rac1 GTP hydrolysis, ADP Hunter fluorescence; higher % means a stronger effect; GST-tagged Rac1 F28L mutant substrate; 0.6% of 340,000 active; inhibition, % at 30 µM, or IC50 in µM where a hit was titrated; AID 624330, 2012; Rac GTPase-activating protein 1 (Homo sapiens);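 active means first-screen hits whose inhibition reached a set limit at any dose in the follow-up dose series; inconclusive means inhibition above the set first-screen limit but never retested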;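 further: fluorescence reports GDP produced by GAP-driven GTP hydrolysis; strong numbers were not always called active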
RSV antiviral HEp-2: RSV antiviral activity via CPE protection, HEp-2 cells, primary 10 µM value included (AID 2391) | HEp-2 cells, RSV-induced CPE inhibition; higher % means a stronger effect | 0.13% of 310,000 active | CPE inhibition, % at 10 µM, or IC50 in µM where a hit was titrated; in the data active means a potency from the dose series; inconclusive means CPE inhibition mostly from about 23% at the one dose, without a potency; inactive means the rest, 99 in 100 with CPE inhibition below about 21%; further: strong numbers were not always called active
T cell modulator: modulators of CD8 T cell-vesicle binding, primary screen, mouse 2C CD8+ T cells, flow cytometry. 0.068% of 330,000 active. 2C CD8+ T cell-vesicle binding; stronger effect = lower value. calls only at 7 µM;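 active means response, share of CD8 T cells binding vesicles, and their 90th percentile fluorescence all below set limits, cut at about 80% in these data, passing the limit was not always enough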
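Material: 2C TCR transgenic mouse naive CD8+ T cells, MACS-purified. Also added: QL9-charged Drosophila Ld/ICAM-1/B7-1 vesicles. Timing: binding 1.5 h at 37 °C. Measured by: high-throughput flow cytometry with anti-B7-1 and anti-CD8 staining. Read-out: percent CD8+ FL2 mean versus row control. Controls: Unloaded micro-vesicles (low), QL9 vesicles with 0.7% DMSO (high).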
NS5 inhibitors: Dengue-2 NS5 methyltransferase inhibitors, primary screen, biochemical, confirmation dose response (AID 588689); Genome polyprotein (Dengue virus type 2 (strain 16681-PDK53)); Dengue-2 NS5 methyltransferase capping enzyme assay, biochemical; higher % means a stronger effect; inhibition, % at 25 µM, or IC50 in µM where a hit was titrated; 0.3% of 340,000 active; in the data active means a potency from the dose series; inconclusive means inhibition above about 29% without an active follow-up result
K1F lysis inhibition: inhibition of K1F phage lysis, E. coli UTI89, bacterial capsule biogenesis inhibitors, alamar blue (AID 488966) | E. coli UTI89 K1F phage lysis, alamar blue, 2 h; higher % means a stronger effect | inhibition, % at 100 µM, or IC50 in µM where a hit was titrated | 0.02% of 340,000 active;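 active means phage lysis inhibition, versus mean bacterial control, above a set limit; inconclusive means no clear call, values can overlap the other calls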;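 further: capsule biogenesis inhibitors block K1F phage lysis so surviving cells raise fluorescence; higher fluorescence means more inhibition of phage lysis; actives were called in the ten point dose series up to 300 µM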
Salmonella PhoP GFP: inhibitors of PhoP regulon expression, primary screen, Salmonella Typhimurium, GFP reporter (AID 1863); inhibition, % at 50 µM; hits with a dose series show IC50 in µM; 0.16% of 300,000 active; S. Typhimurium PhoP-regulated promoter GFP reporter, 4 h; higher % means a stronger effect;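 active means inhibition over 29.93%, a cutoff 3 SD above the screen mean, later confirmed by dose response; inconclusive means inhibition over 29.93% but no dose response follow-up; inactive means inhibition at most 29.93% or unconfirmed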;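 further: 0% = low Mg2+ inducing control and 100% = high Mg2+ repressing control; strong numbers were not always called active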
T cell modulator vesicle-bound %: further read-out of T cell modulator, marked with its call; double positive events, %; measured here: CD8+ vesicle-bound cell fraction;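 binding gate set so that unloaded-vesicle control wells show 10% double positive cells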
NTR1 ag cell count 20 µM: recorded beside NTR1 ag, whose call it bears; cell count; measured here: cell count, cytotoxicity flag
Starred values were filed as active, the others as inactive; i = inactive; ? = inconclusive; · = no result given; [ ] = remark or other dose.

SMILES	West Nile antiviral	SV40 large T antigen	NTR1 ag	NTR1 ag cell count 20 µM	Rac1 GTP hydrolysis	RSV antiviral HEp-2	T cell modulator	T cell modulator vesicle-bound %	NS5 inhibitors	K1F lysis inhibition	Salmonella PhoP GFP
C/C(=N\Nc1ccc(Cl)c(C(=O)O)c1)c1ccc2c(c1)OCO2	0.4%	0%	-0.3	52	-1%	1.2%	i	53	-2%	0.3%	4%
O=C(Nc1nsc(-c2ccccc2)n1)c1ccncc1	0.8%	2%	-0.1	66	-6%	1.4%	i	39	3%	0.2%	-26%
CC(=O)c1oc2ccccc2c1NC(=O)CN1CCCCC1	-0.2%	4%	3.8	40	3%	8.2%	i	22	-1%	6.7%	2%
Cc1cc(OCC#N)nc(N)n1	0.0%	28%	-0.9	83	4%	1.0%	i	48	-2%	1.3%	5%
COCCN(CCOC)S(=O)(=O)c1ccc(C(=O)Nc2nnc(COC)o2)cc1	0.0%	?	-1.4	91	2%	1.1%	i	30	-4%	0.1%	-7%
Cn1nc(OCC(N)=O)ccc1=O	0.0%	-1%	3.5	92	4%	1.5%	i	35	-10%	1.5%	-9%
CC(=O)Nc1ccc(S(=O)(=O)NC(CC(=O)O)c2ccc(OC(C)C)cc2)cc1 (centres undefined)	-0.4%	3%	-0.6	42	7%	1.8%	i	38	-6%	-0.9%	-2%
O=C1C2C3C=CC(C3)C2C(=O)N1CCCCN1C(=O)C2C3C=CC(C3)C2C1=O (centres undefined)	0.1%	-4%	0.7	47	3%	-1.2%	i	21	5%	0.0%	8%
COC(=O)C1=C(C)OC(N)=C(C#N)C1c1ccco1 (centres undefined)	0.0%	11%	0.5	96	4%	3.3%	i	27	2%	-1.0%	-2%
O=C(CNS(=O)(=O)c1ccccc1)NCC(=O)OCc1ccccc1F	-0.6%	4%	-1.2	54	5%	0.5%	i	45	-6%	1.5%	-6%
Cc1ccc(SCC(=O)c2ccc(CC(=O)O)s2)cc1	1.2%	16%	1.7	46	·	·	i	36	·	·	-6%
CCCNC(=S)N(Cc1ccccc1)Cc1nc2ccccc2c(=O)[nH]1	-1.1%	6%	0.0	58	7%	3.0%	i	13	-3%	-0.2%	-4%
COC(=O)c1c(NC(=O)CSc2nnc(CNc3ccc(Cl)cc3)o2)sc(C)c1C	-0.1%	7%	3.1	46	15%	4.7%	i	18	0%	0.6%	4%
CCOC(=O)c1cc2c(=O)n3cccc(C)c3nc2n(CC(C)C)c1=NC(=O)c1ccco1	-0.4%	3%	6.0	45	13%	5.2%	i	60	1%	1.0%	4%
CC(C)n1nnnc1SCC(=O)N(C)C1CCS(=O)(=O)C1 (centres undefined)	·	·	-1.0	52	5%	·	i	39	6%	-3.1%	·
CC(=O)Nc1ccc(S(=O)(=O)N2c3ccccc3NC(=O)CC2C)c(Cl)c1 (centres undefined)	0.2%	4%	-1.3	44	·	·	i	58	·	·	-2%
O=C(Cn1nnc(-c2ccc(Cl)cc2)n1)NC1CCS(=O)(=O)C1 (centres undefined)	·	·	0.1	61	10%	0.6%	i	22	-2%	1.2%[50 µM]	·
O=c1cc(CN2CCN(S(=O)(=O)c3cccc(Cl)c3)CC2)c2ccc(O)cc2o1	·	·	4.5	57	5%	·	i	32	2%	-0.6%[50 µM]	·
Cc1cc(NC(=O)c2cc3cccc([N+](=O)[O-])c3[nH]2)ccc1F	-0.3%	12%	10	42	-8%	·	i	57	-2%	-2.0%	-12%
CSc1ncccc1C(=O)Nc1nc(C(C)(C)C)cs1	-0.5%	9%	1.8	42	1%	4.8µM*	i	28	-5%	-0.9%	0%
N#Cc1cccc(NC(=O)Cn2cnc(S(=O)(=O)N3CCCC3)c2)c1	0.5%	1%	2.0	66	7%	0.5%	i	4	-2%	0.6%	-2%
COc1ccc(CN2CCN(C(=O)CC(C)C)CC2)cc1Br	-1.0%	12%	0.8	46	26%	0.9%	i	66	-2%	0.4%	3%
COc1ccc(S(=O)(=O)N2CC(O)C[C@H]2C(=O)OCC(=O)N2CCCCCC2)cc1 (some centres undefined)	0.5%	8%	-0.5	52	4%	0.7%	i	20	-9%	0.2%	8%
Cc1ccc(NC(=O)COC(=O)Cc2c[nH]c3ccccc23)cc1C	·	·	-1.6	49	-4%	-0.2%	i	32	-4%	-0.4%[50 µM]	·
Cc1ccc(S(=O)(=O)N2CCOCC2)cc1NC(=O)COC(=O)c1n[nH]c(=O)c2ccccc12	1.8%	3%	-2.2	51	-21%	2.3%	i	33	-3%	5.5%	7%
CCOC(=O)C(C)Sc1nc2c(c(=O)[nH]c(=O)n2C)n1Cc1ccc(Cl)cc1 (centres undefined)	0.0%	14%	2.3	102	11%	0.0%	i	26	-6%	-1.1%	3%
Cc1cccc(C(=O)OCC(=O)Nc2nnc(-c3ccccc3)o2)c1O	·	8%	0.7	58	2%	-1.1%	i	41	-4%	0.7%[50 µM]	-18%
COc1ccccc1N1CCN(CC(O)c2ccccc2)CC1 (centres undefined)	-0.4%	-5%	0.2	58	3%	-0.6%	i	25	0%	0.3%	4%
CCCNC(=O)C1CC(c2cccc(F)c2)=NO1 (centres undefined)	-0.3%	0%	23	88	6%	1.5%	i	8	-7%	1.7%	3%
N#CCCn1c(SCC(=O)NCCc2ccc(F)cc2)nc2ccccc21	-0.3%	1%	1.1	33	6%	1.7%	i	54	·	0.4%	5%
COc1cc(C(=O)NCC(=O)NCC(c2ccco2)N2CCCCC2)cc(OC)c1OC (centres undefined)	·	·	1.1	54	5%	-0.5%	i	44	5%	0.7%[50 µM]	·
OC(COc1ccc2ccccc2c1Br)Cn1cnc(-c2ccccc2)c1 (centres undefined)	-0.5%	1%	12	69	8%	42%	i	53	-3%	6.3%	3%
CC(=O)C1=C(C)OC2(O)c3ccccc3C(=O)C12O (centres undefined)	0.4%	6%	-0.4	46	·	1.7%	i	17	·	·	-14%
COc1ccccc1NC(=O)CSc1nnc(-c2ccncc2)n1CC1CCCO1 (centres undefined)	-0.8%	-2%	-0.8	97	4%	1.1%	i	34	-3%	0.1%	-5%
O=C(/C=C\c1cccs1)N1CCN(Cc2ccc3c(c2)OCO3)CC1	-0.6%	28%	2.0	47	5%	0.8%	i	66	-8%	1.5%	2%
COc1ccc(NC(=O)Nc2ccc([N+](=O)[O-])cc2)cn1	-0.4%	14%	6.2	39	4%	5.1%	i	41	-4%	0.3%	2%
NC(=S)N1CCCc2ccccc21	0.0%	10%	0.9	53	8%	3.2%	i	48	3%	-0.6%	-13%
CCN(CC)S(=O)(=O)c1cc(C(=O)OCC(=O)NC(=O)c2cccn2C)ccc1C	-0.5%	3%	-2.0	56	6%	2.3%	i	53	-1%	2.1%	4%
COc1ccc(C(=O)NCCCNC(=O)c2cnccn2)cc1	-0.2%	8%	0.1	54	7%	0.4%	i	20	-5%	0.3%	0%
O=C(Nc1cccnc1)c1ccc(S(=O)(=O)N2CCCCCC2)cc1	0.5%	5%	0.7	35	9%	0.9%	i	59	8%	0.2%	28%
CC(C)c1ccc(/C=C(\NC(=O)c2ccccc2)C(=O)NCCCn2ccnc2)cc1	0.4%	14%	-0.3	71	-14%	2.4%	i	45	3%	0.1%	-6%
Clc1ccc(-c2ncc3ccccn23)cc1	-0.3%	17%	0.3	41	7%	20%	i	19	-13%	0.5%	-2%
O=C(Cc1ccc([N+](=O)[O-])cc1)N1N=C(C2CC2)CC1(O)C(F)(F)F (centres undefined)	-0.6%	1%	0.5	34	-4%	-1.6%	i	12	-11%	-0.2%	-6%
Cc1cc(C)c(C)c(S(=O)(=O)N2CCC(C(=O)NCCCN3CCCC3=O)CC2)c1C	·	·	0.5	76	9%	0.1%	i	35	-2%	-0.1%[50 µM]	·
COC(=O)CC1COc2ccccc2N1S(=O)(=O)c1ccc(Br)cc1 (centres undefined)	-0.7%	9%	0.6	92	-1%	5.1%	i	42	-1%	0.2%	2%

One compound at a time (already shown). Order of values: West Nile antiviral	SV40 large T antigen	NTR1 ag	NTR1 ag cell count 20 µM	Rac1 GTP hydrolysis	RSV antiviral HEp-2	T cell modulator	T cell modulator vesicle-bound %	NS5 inhibitors	K1F lysis inhibition	Salmonella PhoP GFP
Listed for `CC(=O)C1=C(C)OC2(O)c3ccccc3C(=O)C12O` (centres undefined) → 0.4%	6%	-0.4	46	·	1.7%	i	17	·	·	-14%
Listed for `O=C(Cc1ccc([N+](=O)[O-])cc1)N1N=C(C2CC2)CC1(O)C(F)(F)F` (centres undefined) → -0.6%	1%	0.5	34	-4%	-1.6%	i	12	-11%	-0.2%	-6%
Listed for `CC(C)c1ccc(/C=C(\NC(=O)c2ccccc2)C(=O)NCCCn2ccnc2)cc1` → 0.4%	14%	-0.3	71	-14%	2.4%	i	45	3%	0.1%	-6%

New compounds follow
SMILES	West Nile antiviral	SV40 large T antigen	NTR1 ag	NTR1 ag cell count 20 µM	Rac1 GTP hydrolysis	RSV antiviral HEp-2	T cell modulator	T cell modulator vesicle-bound %	NS5 inhibitors	K1F lysis inhibition	Salmonella PhoP GFP
CCCCc1cc(=O)oc2cc(C)cc(OCC(=O)N3CCC(C(N)=O)CC3)c12	-0.5%	1%	0.2	87	-2%	1.8%	i	17	-6%	7.1%	5%
COc1ccccc1CNC(=O)C(=O)NCC1OCCN1S(=O)(=O)c1ccc(Br)cc1 (centres undefined)	0.4%	-11%	7.8	45	0%	8.0%	i	24	-3%	-0.9%[50 µM]	6%
COc1cc(Br)cc(/C=N/N(CCO)C2=NS(=O)(=O)c3ccccc32)c1OC	0.0%	3%	14	91	9%	9.5%	i	22	-1%	0.3%	4%
Cc1ccc(NC(=O)CCn2c(=O)oc3ccccc32)c(C)c1	-0.7%	21%	1.7	89	6%	2.2%	i	27	-3%	0.1%	-4%
Cc1ccc(C(=O)Nc2ccc(N3CCCC3)cc2)c(C)c1	-0.6%	9%	4.3	48	19%	-0.1%	i	54	-19%	2.2%	10%
O=C(COC(=O)Cc1ccccc1[N+](=O)[O-])Nc1nnc(-c2ccccc2)o1	·	9%	-1.4	46	-7%	0.5%	i	22	-6%	0.6%[50 µM]	-13%
O=C(Nc1nnc(C2=COCCO2)o1)c1ccc(S(=O)(=O)N2CCOCC2)cc1	0.2%	5%	-0.6	91	-11%	-0.9%	i	25	-4%	-0.1%	-5%
